D2 agonist: activates the human D2 dopamine receptor; activation, % at 2 µM; 340,000 tested, 0.53% active; HEK293 T-REx D2 cells, calcium flux agonist mode;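 active = activation over 3 SD above normal in the single-dose calcium agonist read, cut at about 30% in these data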; also: 0% is about no effect
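Tetracycline-induced HEK293 Trex cells with D2 receptor force-coupled to calcium signaling, plated overnight at 30 C and loaded with no-wash calcium dye. Calcium flux read kinetically for 180 s after compound addition; responses flag agonists.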
mIDH1 inhibitor: blocks human mutant IDH1 R132H enzyme; O75874; IDH1-R132H enzyme, NADPH consumption, diaphorase/resazurin fluorescence; Potency, µM (series often up to 76.6 µM), inactives show at the top dose activity change, negative = inhibition, hits mostly inhibitors; 390,000 tested, 0.093% active; AID 602179; also: potency is read from the fitted curve at half-maximal effect; % is scaled to controls: 0 for no effect and ±100 for the full control effect; nearly all actives have a fitted effect of over 65% in size
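IDH1-R132H (0.5 ug/mL dispensed) in pH 7.5 Tris buffer was preincubated 30 min with compound, then given a substrate mix of 0.016 mM NADPH and 2 mM alpha-KG for 80 min at room temperature; remaining NADPH was read by diaphorase/resazurin fluorescence.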
TrxR1 substrate: substrates of rat thioredoxin reductase 1; Potency, µM (titrated, usually from 114 µM), without a hit: top-dose activity change, negative = substrate turnover; purified TrxR1 substrate turnover, NADPH consumption readout; 390,000 tested, 0.01% active; O89049; also: potency is read from the fitted curve at half-maximal effect; % is scaled to controls: 0 for no effect and ±100 for the full control effect; nearly all actives have a fitted effect of over 50% in size
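Rat TrxR1, dispensed at 90 nM, was prereduced with 400 uM NADPH (final) for 5 min at ~22 deg C, then incubated with compound 15 min before 400 uM selenite. A first-read NADPH fluorescence drop versus no-compound background flagged substrates.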
D2 antagonist: antagonists of human D2 dopamine receptor; P14416; HEK293 TREx D2 cells, calcium flux, dopamine EC80; inhibition, % at 10 µM; 340,000 tested, 2% active; AID 485344; in the data active = inhibition above about 30%; also: 0% is about no effect
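Inhibition of EC80 dopamine-driven calcium flux, recorded kinetically, defines activity here; cells are a tetracycline-induced HEK293 T-REx line expressing force-coupled D2.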
Pin1 inh: human Pin1 inhibition; Q13526; Pin1 FP peptide displacement, HiFluor488, 10 min; Potency, µM (titrated, usually from 115 µM), for the others: at the highest dose activity, negative = inhibition, actives largely listed as inhibitors; 390,000 tested, 0.009% active; active = well fitted inhibition curve with a large enough effect in the polarisation, with a control signal flat, not every such curve was filed as active; inconclusive = small, poorly fitted or top-dose-only effect, or effect the other way, or a change in a side signal; inactive = no such curve, though single readings can be large or run the other way; the % refers to the polarisation; also: potency is read from the fitted curve at half-maximal effect; % is scaled to controls: 0 for no effect and ±100 for the full control effect
Target sequence (Q13526 whole entry, looked up): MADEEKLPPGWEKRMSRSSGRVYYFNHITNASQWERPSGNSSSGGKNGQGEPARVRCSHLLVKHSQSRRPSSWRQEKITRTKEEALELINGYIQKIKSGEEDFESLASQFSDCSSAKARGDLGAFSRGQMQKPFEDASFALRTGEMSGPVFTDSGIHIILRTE
TRHR agonist: TRH receptor (human) agonism; P34981; TRHR cells, calcium flux fluo-8, FDSS agonist mode; activation, % at 2 µM; 360,000 tested, 0.18% active; in the data active = activation above about 30%; also: 0% is about no effect
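TRHR-expressing cells loaded with fluo-8 calcium dye; 23 nL library compound pin-transferred, kinetic FDSS fluorescence (Ex 480/Em 530) recorded about 180 s for agonist-induced calcium release, before a 10 nM TRH EC20 addition for potentiator mode.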
TrxR1 inh: rat TrxR1 inhibition | recombinant rTrxR1, NADPH fluorescence consumption, selenite substrate | 390,000 tested, 1% active | Potency, µM (highest dose often 114 µM), without a hit: at the highest dose activity change, negative = inhibition, actives largely listed as inhibitors | O89049 | AID 588453; also: potency is read from the fitted curve at half-maximal effect; % is scaled to controls: 0 for no effect and ±100 for the full control effect; nearly all actives have a fitted effect of over 65% in size
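Rat TrxR1 (90 nM in the dispensed reagent) was pre-reduced with 400 uM NADPH for 5 min at room temperature, then incubated with compound for 15 min. After 400 uM selenite was added, NADPH fluorescence (Ex 340/Em 450 nm) was followed for 8 min.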
USP1-UAF1 inh: USP1/UAF1 (human) deubiquitinase inhibition. O94782. recombinant USP1/UAF1, Ub-Rhodamine cleavage fluorescence. Potency, µM (series often up to 57.1 µM), for the others: at the top dose activity change, negative = inhibition, actives largely listed as inhibitors. 390,000 tested, 0.23% active. AID 743255; also: potency is read from the fitted curve at half-maximal effect; % is scaled to controls: 0 for no effect and ±100 for the full control effect; nearly all actives have a fitted effect of over 60% in size; inactives centre near -12
Target sequence (O94782 whole entry, looked up): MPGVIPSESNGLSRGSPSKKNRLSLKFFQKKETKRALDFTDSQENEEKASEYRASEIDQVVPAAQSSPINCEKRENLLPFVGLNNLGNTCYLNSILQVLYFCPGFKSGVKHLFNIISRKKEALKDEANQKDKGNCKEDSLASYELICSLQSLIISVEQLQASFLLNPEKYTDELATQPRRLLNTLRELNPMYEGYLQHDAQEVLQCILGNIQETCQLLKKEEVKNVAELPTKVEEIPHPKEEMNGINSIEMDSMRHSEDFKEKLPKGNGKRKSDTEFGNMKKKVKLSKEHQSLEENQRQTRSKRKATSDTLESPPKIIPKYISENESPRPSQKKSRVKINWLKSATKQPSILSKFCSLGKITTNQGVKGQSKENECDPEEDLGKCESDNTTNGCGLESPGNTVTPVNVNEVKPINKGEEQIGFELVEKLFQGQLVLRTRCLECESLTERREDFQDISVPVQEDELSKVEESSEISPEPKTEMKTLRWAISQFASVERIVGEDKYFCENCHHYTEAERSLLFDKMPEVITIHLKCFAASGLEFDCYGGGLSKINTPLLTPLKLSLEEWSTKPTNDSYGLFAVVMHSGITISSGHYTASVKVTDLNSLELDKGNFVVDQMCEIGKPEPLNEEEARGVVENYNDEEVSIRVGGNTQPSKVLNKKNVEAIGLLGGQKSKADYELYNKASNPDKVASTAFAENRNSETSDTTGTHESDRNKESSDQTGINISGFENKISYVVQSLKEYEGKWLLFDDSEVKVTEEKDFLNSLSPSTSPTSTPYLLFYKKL
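High-throughput fluorogenic screen: 1nM USP1/UAF1 complex, Ub-Rho substrate 150nM final, 50mM HEPES pH 7.8 with 0.5mM EDTA, 0.1 mg/ml BSA, 1mM TCEP and 0.01% Tween-20.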
TRHR PAM: TRH receptor (human) allosteric enhancement; 360,000 tested, 0.66% active; AID 493056; enhancement, % at 2 µM; TRHR cells, fluo-8 calcium fluorescence, EC20 TRH enhancement; in the data active = enhancement above about 30%; also: 0% is about no effect
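Enhancer read-out: after compound pinning and an initial kinetic agonist-mode read, an EC20 of TRH (10 nM final) was injected and fluo-8 calcium signal (Ex 480/Em 530) followed at 1 s/cycle for 100 cycles in TRHR-expressing cells.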
* = called active by the depositor; u = inconclusive; x = not tested or not shown; [ ] = another dose, or the depositor's remark. Unless noted, calls follow the shape of the dose curve; as a rule, active = well fitted inhibition curve with a large enough effect; inconclusive = small, poorly fitted or top-dose-only effect; inactive = no such curve, though single readings can be large or run the other way. An excerpt; count on the stated rates, not on these rows.

SMILES	D2 agonist	mIDH1 inhibitor	TrxR1 substrate	D2 antagonist	Pin1 inh	TRHR agonist	TrxR1 inh	USP1-UAF1 inh	TRHR PAM
COc1ccc(NC(C)=O)cc1S(=O)(=O)Nc1ccc(C(=O)N2CCCC2)cc1	-2.1	6%	6%	2	-3%	-1.1	25%	-8%	5
O=C(COC(=O)C1CCN(S(=O)(=O)c2ccccc2)CC1)NC(=O)c1ccc(OC(F)F)cc1	0.1	11%	-7%	-7	10%	0.6	-11%	-6%	4
CC1Cc2ccccc2N1c1nc(C2CC2)nc2c1nnn2Cc1ccccc1 (centres undefined)	1.3	1%	41%[activator][57.1 µM]	-14	39%[activator]	0.9	88%[activator][57.1 µM]	-3%	-1
O=C(N/N=C1\CCCc2ccccc21)c1cccc([N+](=O)[O-])c1	0.1	0%	-9%	11	2%	1.8	0%	-23%	0
O=C(c1cnn(C(=O)c2ccco2)c1)c1cc(F)ccc1O	x	0%	9%	x	0%	x	u	-25%	x
O=C(CNC(=O)c1ccccc1)OCc1nnc(-c2ccccc2)o1	-1.2	0%	-10%	2	2%	-0.3	-5%	-13%	-1
CCOc1ccc(C(=O)COC(=O)c2nn(CC)c(=O)c3ccccc23)cc1	-1.6	-2%	-9%	1	13%	-0.1	13%	-3%	3
Cc1ccc(S(=O)(=O)N2CCN(c3ccnc4cc(Cl)ccc34)CC2)cc1	-0.6	-2%	10%	-29	1%	1.0	30%	u	0
CCOCCOc1nc(C)cc(C)c1S(=O)(=O)c1ccccc1C	1.0	9%	9%	-2	-1%	-0.2	25%	-14%	4
COc1ccccc1CNC(=O)C1CCN(S(=O)(=O)c2cccc3cccnc23)CC1	0.0	-1%	3%	3	-1%	0.0	26%	-19%	-1
Cc1c(NC(=O)c2cccc(NC(=O)Cc3ccc(F)cc3)c2)c(=O)n(-c2ccccc2)n1C	0.6	5%	-3%	-8	1%	0.2	7%	-11%	2
O=C(CSc1nnc2c(Cl)cc(Cl)cn12)NC1CCS(=O)(=O)C1 (centres undefined)	-0.3	6%	-7%	2	-3%	0.0	-3%	-5%	-8
CC(=O)Nc1ccc(NC(=O)CCc2c(C)nc3c(c(C)nn3-c3ccccc3)c2C)cc1	-1.2	19%	43%[activator]	x	5%	-2.1	11%	-11%	0
CCN(CC)C(=O)Cn1cc(C(=O)C(=O)N2CCN(c3ccc(OC)cc3)CC2)c2ccccc21	-2.1	1%	-9%	-9	-16%	-0.5	-10%	-22%	-3
Cc1cccc(NC(=O)CCC2CCN(Cc3nccs3)CC2)c1	-0.5	3%	0%	-9	0%	-0.5	19%	-4%	8
O=C(NCc1ccccc1)C1=C[C@@H](c2ccc(C(F)(F)F)cc2)C[C@@H](OCc2ccc(CO)cc2)O1	0.3	0%[38.3 µM]	-8%	-11	u	0.3	-24%	-15%	4
O=C(O)COc1ccccc1/C=N/NC(=O)c1cc(-c2ccccc2)nc2ccccc12	0.2	-4%	-9%	9	-11%	0.4	2%	-17%	-4
CN(C(=O)c1cccn(Cc2ccccc2)c1=O)c1ccccc1	0.1	6%	9%[11.4 µM]	-9	1%	1.5	23%[11.4 µM]	-16%	2
CC1CCC(NC(=O)c2ccc(NS(=O)(=O)c3ccc4[nH]c(=O)[nH]c4c3)cc2)CC1 (centres undefined)	-1.5	-3%	1%	-16	1%	-0.1	11%	-11%	-4
CC1Cc2nc(SCC(=O)N3CCOCC3)n(-c3ccccc3)c(=O)c2S1 (centres undefined)	0.2	24%	8%[57.1 µM]	2	-1%	0.2	6%[57.1 µM]	-12%	-2
Cc1ccc(C(=O)N2CCc3cc(CNS(=O)(=O)c4cccs4)ccc32)cc1	0.1	-5%	5%[57.1 µM]	x	37%[activator]	-0.3	25%[57.1 µM]	u	-9
CNC(=O)Nc1ccccc1NC(=O)NC	0.1	5%	11%[57.1 µM]	7	0%	0.5	11%[57.1 µM]	-6%	-6
COCCCNC(=S)Nc1ccc2nc(N3CCOCC3)cc(C)c2c1	-0.4	-5%	18%	-1	-2%	0.8	u	-2%	1
CCC(C)NC(=O)c1sc2nc3n(c(=O)c2c1C)CCC3 (centres undefined)	0.8	-10%	10%[11.4 µM]	x	1%	0.6	9%	-17%	4
Cc1ccc(-c2nnc(CN3CCN(C)CC3)o2)cc1	0.9	-7%	5%	-11	-14%	0.6	16%	-13%	5
CC(=O)c1ccc(NS(=O)(=O)c2cc3[nH]c(=O)c(=O)[nH]c3cc2C)cc1	-3.4	20%	-12%	x	-1%	-1.3	-12%	-6%	12
O=C(Nc1nnc(C(F)(F)F)s1)C1COc2ccccc2O1 (centres undefined)	-0.4	1%	-15%	-2	-8%	0.3	-15%	-7%	-1
O=C(CN1CCCC1c1cccs1)Nc1cc(S(=O)(=O)N2CCCC2)ccc1Cl (centres undefined)	x	6%	-10%[57.1 µM]	x	11%	x	2%[57.1 µM]	-17%	x
Cc1[nH]nc(C(F)(F)F)c1CCC(=O)NC1CCCCCC1	x	5%	-1%	x	-1%	x	5%	-6%	x
Cc1c(C(=O)Nc2cccnc2)oc2ccc(Br)cc12	0.3	17%	-8%	1	4%	0.2	-5%	-4%	8
CC(C)C(C)(C#N)NC(=O)COC(=O)C1CCN(S(=O)(=O)c2ccc3c(c2)OCCO3)CC1 (centres undefined)	x	-4%	-2%	x	-8%	x	u	6%	x
COCCN(Cc1ccccc1)C(=O)c1ccc(C(=O)c2ccccc2)cc1	0.1	-7%	-1%	-17	3%	-0.5	15%	-12%	-2
O=C(COC(=O)CN1C(=O)C2CC=CCC2C1=O)Nc1cc(C(F)(F)F)ccc1N1CCOCC1 (centres undefined)	-1.1	16%	0%	13	1%	-0.3	11%	-7%	-4
CCC(=O)N1CCc2cc(S(=O)(=O)NC(C(=O)Nc3cccc(C)n3)C(C)C)ccc21 (centres undefined)	-1.2	6%	0%	14	3%	-0.8	-3%	-14%	3
Cc1cc(C)cc(OCC(=O)N/N=C/c2ccccn2)c1	-2.2	-2%	-7%	4	-2%	-0.4	-15%	-8%	3
COc1ccc(C(CC(=O)O)NC(=O)c2ccco2)cc1OC (centres undefined)	-0.3	6%	16%[57.1 µM]	7	0%	0.3	52%[activator][57.1 µM]	-16%	-3
CN(C)c1ccc(NC(=O)Oc2ccccc2)cc1	0.6	12%	-5%	12	-8%	0.7	-15%	-18%	0
Cc1ccc(C2=CC(=O)C[C@H](c3ccc(F)cc3)C2)cc1	0.2	2%	-6%	8	u	0.3	3%	-2%	-1
CCCCCCCCc1nnc(N)s1	-0.7	16%	3%	3	0%	-0.1	16%	u	-2
CCCCCCN1C=CC=C/C1=C/C=C(C#N)C#N	15	2%	-9%	4	u	25	-2%	u	-6

Some entries already given with just USP1-UAF1 inh:
molecule,USP1-UAF1 inh
CC(=O)c1ccc(NS(=O)(=O)c2cc3[nH]c(=O)c(=O)[nH]c3cc2C)cc1,-6%
O=C(Nc1nnc(C(F)(F)F)s1)C1COc2ccccc2O1 (centres undefined),-7%
O=C(CN1CCCC1c1cccs1)Nc1cc(S(=O)(=O)N2CCCC2)ccc1Cl (centres undefined),-17%
Cc1[nH]nc(C(F)(F)F)c1CCC(=O)NC1CCCCCC1,-6%

Other records
SMILES	D2 agonist	mIDH1 inhibitor	TrxR1 substrate	D2 antagonist	Pin1 inh	TRHR agonist	TrxR1 inh	USP1-UAF1 inh	TRHR PAM
CSc1nc(N(C)CCO)c2sc3nc(-c4ccco4)c4c(c3c2n1)CCC4	0.1	-9%	4%	4	x	-0.2	7.1µM*	u	-4
CCc1ccccc1NC(=O)c1cccc(Oc2ccc([N+](=O)[O-])cc2Cl)c1	1.4	-4%	-2%	11	-1%	1.0	11%	-22%	2
CC1CCC2C(=O)N(c3ccccc3OC(=O)c3ccccc3)C(=O)C2C1 (centres undefined)	0.4	0%	-3%	-26	0%	-0.2	9%	-10%	1
Cc1nc(Nc2ccc3c(c2)OCO3)c2oc3ccccc3c2n1	-1.3	3%	8%[57.1 µM]	-2	-4%	-0.6	4%	-12%	-1
Cc1ccc(NC(=O)CSc2nc3ccccc3c(=O)n2CCC(=O)NC2CCCCC2)cc1C	11	15%	8%[57.1 µM]	x	2%	-0.3	28%[57.1 µM]	-25%	4
Cc1ccc2c(c1)c(=O)c(C(=O)c1ccncc1)cn2CC(=O)Nc1ccc(C(C)C)cc1	1.1	6%	2%[57.1 µM]	x	u	0.0	17%[57.1 µM]	u	-1
COc1cccc(-c2sc3ccc(OC)cc3c2-c2ccc(C(N)=O)cc2)c1	x	-4%	3%[57.1 µM]	x	6%	0.6	18%	-5%	0
O=c1[nH]c(C2CCN(S(=O)(=O)c3ccc4c(c3)OCCO4)CC2)nc2c1nnn2Cc1c(F)cccc1Cl	-0.8	0%	10%	6	29%	-0.4	35%	-16%	-1
CC(=O)c1c(C)[nH]c(C(=O)COC(=O)c2ccc(C)s2)c1C	x	-2%	5%	x	u	x	17%	-8%	x
O=C(Nc1ccc(OCC(F)(F)C(F)F)cc1)c1ccncc1	5.5	1%	1%	-23	-2%	-2.4	4%	-22%	-3
O=C(CCn1c(=O)c2ccccc2n(Cc2cccc(F)c2)c1=O)NCc1ccc2c(c1)OCO2	0.3	5%	5%	x	13%	-0.5	12%	-27%	-4
CCOc1ccc(/C=C/C(=O)N(C)CC(=O)Nc2cccc(F)c2)cc1OCC	x	8%	96%[activator]	x	0%	0.7	-14%	-21%	2
COc1ccc(-c2cc(-c3ccc(C)cc3)n[nH]2)c(O)c1	0.8	13%	-3%[57.1 µM]	-6	-2%	2.1	0%[57.1 µM]	-25%	1

In another format: entries from further up.
canonical_smiles | D2 agonist | mIDH1 inhibitor | TrxR1 substrate | D2 antagonist | Pin1 inh | TRHR agonist | TrxR1 inh | USP1-UAF1 inh | TRHR PAM
COc1ccc(-c2cc(-c3ccc(C)cc3)n[nH]2)c(O)c1 | 0.8 | 13% | -3%[57.1 µM] | -6 | -2% | 2.1 | 0%[57.1 µM] | -25% | 1
CCOc1ccc(/C=C/C(=O)N(C)CC(=O)Nc2cccc(F)c2)cc1OCC | x | 8% | 96%[activator] | x | 0% | 0.7 | -14% | -21% | 2

Bioassay records deposited in PubChem by National Center for Advancing Translational Sciences (NCATS).
